FBPA Giardia inh – inhibitors of Giardia lamblia fructose-1,6-bisphosphate aldolase; A8B2U2; purified Giardia FBPA; Potency, µM (highest dose often 59.6 µM), for the others: at the highest dose activity, negative = inhibition, usual class: inhibitors; 290,000 compounds, 0.71% hits; further: potency means the concentration at half of the fitted maximal effect; on the % scale 0 is the no-effect control and ±100 the full control effect; nearly all actives have a fitted effect of over 55% in size
Target sequence (A8B2U2 whole entry, looked up): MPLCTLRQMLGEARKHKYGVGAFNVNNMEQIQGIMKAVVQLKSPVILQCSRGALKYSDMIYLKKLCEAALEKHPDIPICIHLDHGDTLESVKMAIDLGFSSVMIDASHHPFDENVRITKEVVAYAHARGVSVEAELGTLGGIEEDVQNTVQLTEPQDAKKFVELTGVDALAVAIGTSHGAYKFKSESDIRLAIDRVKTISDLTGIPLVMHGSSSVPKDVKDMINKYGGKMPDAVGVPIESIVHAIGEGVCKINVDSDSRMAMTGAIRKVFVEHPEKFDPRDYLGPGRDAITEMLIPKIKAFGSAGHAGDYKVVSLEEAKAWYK
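40 nM FBPA preincubated 10 min at RT with compound (up to 57.5 uM final), then substrate plus GAPDH/TPI/NAD/arsenate coupling and diaphorase/resazurin added. Fluorescence read after 20 min at RT, 525/598 nm.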
AmpC inh no detg – inhibitors of E. coli AmpC beta-lactamase without detergent. P00811. AmpC nitrocefin hydrolysis, absorbance 480 nm, 0.0001% Triton. Potency, µM (highest dose often 57.1 µM), without a hit: at the top dose activity change, negative = inhibition, actives largely listed as inhibitors. 330,000 compounds, 0.52% hits. AID 485341;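 further: potency means the concentration at half of the fitted maximal effect; plate controls were no compound for no effect and no enzyme for full effect; nearly all actives have a fitted effect of over 20% in size; some results filed as inactive show a strong effect at the top dose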
Target sequence (P00811 whole entry, looked up): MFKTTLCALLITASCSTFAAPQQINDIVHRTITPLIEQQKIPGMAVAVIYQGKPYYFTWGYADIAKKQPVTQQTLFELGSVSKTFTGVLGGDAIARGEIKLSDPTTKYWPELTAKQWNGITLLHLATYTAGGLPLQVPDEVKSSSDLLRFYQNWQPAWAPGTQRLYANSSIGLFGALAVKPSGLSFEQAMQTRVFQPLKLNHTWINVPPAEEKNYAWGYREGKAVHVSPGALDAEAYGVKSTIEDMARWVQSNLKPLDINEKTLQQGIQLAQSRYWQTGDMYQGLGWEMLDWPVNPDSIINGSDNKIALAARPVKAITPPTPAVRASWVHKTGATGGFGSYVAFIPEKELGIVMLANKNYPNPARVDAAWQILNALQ
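AmpC (5.3 nM in the dispensed reagent) in 20 mM phosphate pH 7.0 with 0.01% (detergent screen) or 0.0001% Triton X-100 was preincubated with compounds for 15 min at room temperature. Nitrocefin was then added from an 800 uM solution, and hydrolysis was followed at 480 nm.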
HCMV inh – human cytomegalovirus inhibition. HFF cells, HCMV-luciferase reporter, 72 h; stronger effect = lower value. activity change, negative = inhibition, % at 57.5 µM. 410,000 compounds, 4.5% hits. AID 1259415; in the data active means activity change below about -60%; inconclusive means no clear call, values can overlap the other calls; inactive means above about -39%; further: on the % scale 0 is the no-effect control and ±100 the full control effect
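Screen run at 2 compound doses on HFFs infected with reporter HCMV, MOI 1 PFU/cell. Luciferase activity from cell lysates at 72 h post infection gave inhibition relative to buffer-only and Salinomycin wells.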
AmpC inh detg – blocks E. coli AmpC beta-lactamase in detergent assay. Potency, µM (titrated, usually from 114 µM), inactives show at the highest dose activity change, negative = inhibition, usual class: inhibitors. P00811. AID 485294. 370,000 compounds, 0.041% hits. AmpC hydrolysis of nitrocefin, absorbance 480 nm, 0.01% Triton;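 further: potency means the concentration at half of the fitted maximal effect; 0% = no-compound wells and -100% = no-enzyme wells; nearly all actives have a fitted effect of over 25% in size; some results filed as inactive show a strong effect at the top dose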
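20 mM phosphate pH 7.0 + 0.01% (detergent screen) or 0.0001% Triton X-100; 5.3 nM AmpC reagent; cpd preinc 15 min RT; nitrocefin (800 uM stock) to start; A480 q20 s × 4 min; Activity was normalised to no-enzyme and no-compound control wells.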
AMA1 RON2 block – AMA1-RON2 (P. falciparum) interaction inhibition; AlphaScreen AMA1-biotinylated RON2 peptide binding; Potency, µM (top dose mostly 58.2 µM), for the others: at the highest dose activity change, negative = inhibition, hits mostly inhibitors; 360,000 compounds, 0.2% hits; AID 720542;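 further: potency means the concentration at half of the fitted maximal effect; 0% = vehicle wells and -100% = peptide control; nearly all actives have a fitted effect of over 45% in size; some results filed as inactive show a strong effect at the top dose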
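AMA1 (3D7) with his tag at 25 nM final met compounds first, then biotinylated RON2 peptide at 25 nM; detection used donor plus acceptor beads, 10 µg/mL apiece, read by AlphaScreen after 30 min at room temperature.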
Cycloheximide cs – counter-screen for Shiga toxin inhibitors: cycloheximide protein synthesis inhibition. cell reporter, cycloheximide protein synthesis inhibition counterscreen. max response, %. 300,000 compounds, 12% hits. AID 2314; in the data active means max response mostly above about 13%, no sharp cut-off; inactive means mostly below about 14%; further: read at 38.3 µM for the half of the compounds with a filed dose; 0% is about no effect
Shiga inhibitor – Shiga toxin inhibition; Vero cells, Shiga toxin protein synthesis inhibition reporter; inhibition, % at 38.7 µM; 290,000 compounds, 9.2% hits; AID 2315; in the data active means inhibition mostly above about 28%, no sharp cut-off; inactive means mostly below about 43%; further: 0% is about no effect
An asterisk follows results filed as active; ? = inconclusive; . = no result given; & = joins results of further samples; [ ] = remark or other dose. Unless noted, the call rests on the fitted dose curve; in most records, active means well fitted curve in the direction sought with a large enough effect; inconclusive means small, poorly fitted or top-dose-only effect, or another doubt; inactive means no such curve, though single readings can be large; an effect the other way counts as inactive or inconclusive.

Sequence of screens – FBPA Giardia inh, AmpC inh no detg, HCMV inh, AmpC inh detg, AMA1 RON2 block, Cycloheximide cs, Shiga inhibitor
[1] COc1cc(/C=N/Nc2ccccn2)cc(OC)c1O
 : -10.1%, -21.8%, 20.8, 7.4%, 51.0%[activator], 25.3*, 62.6*
[2] CCC(=O)Nc1ccc(S(=O)(=O)N2CCc3ccccc32)cc1
 : -3.3%, -21.5%, -22.7, 4.6%, -1.7%, -1.2, -2.7
[3] CCOC(=O)CCNC(=O)N1CCCC(Cc2ccccc2)(C(=O)OCC)C1 (stereo not drawn)
 : 6.8%, 40.3%, 26.9, ?, 19.1%, -3.2, -4.4
[4] O=C(CSc1nnc2c(Cl)cc(Cl)cn12)N1CCOCC1
 : 8.9%, -10.6%, 38.3, ?, 18.6%, 0.7, 1.7
[5] Cc1ccc(NC(=O)/C(C#N)=C/c2cn(CC(=O)NCc3ccco3)c3ccccc23)cc1C
 : 4.8%, -5.9%, ?, -0.2%, 20.1%, 7.8, -3.9
[6] O=P(OC1CCCCC1)(OC1CCCCC1)C(O)c1ccccc1 (stereo not drawn)
 : 11.6%, 24.5%, -2.7, -3.5%, -4.8%, -2.1, -25.3
[7] O=C(c1ccc(-n2cncn2)c([N+](=O)[O-])c1)N1CCN(S(=O)(=O)c2ccc(Cl)cc2)CC1
 : ., 97.1%[activator], -21.7, ?, 5.3%, 1.2, -9.5
[8] Nc1nc(SCC(=O)c2cc(F)ccc2F)n[nH]1
 : -9.3%, -45.8%, -13.0, -7.1%, 7.0%, 3.0, -1.1
[9] Cc1ccc(CNC(=O)CN(C(=O)N2CCN(C)CC2)S(=O)(=O)c2ccc(C)cc2)cc1
 : ., -7.1%, -9.7, ?, 35.5%[activator], ., .
[10] Clc1cc(Sc2ccc(Br)cc2)nnc1-c1ccccc1
 : -5.1%, -28.5%, 29.9, -14.9%, -2.9%, 3.0, -3.1
[11] O=C(CSc1ccccc1C(=O)NCc1ccccc1)NC12CC3CC(CC(C3)C1)C2
 : 0.9%, 1.7%, -32.1, 0.1%, -21.4%, -8.3, -12.6
[12] CC(=O)C1=C(O)C(=O)N(Cc2cccnc2)C1c1ccc(C)cc1 (stereo not drawn)
 : 1.2%, -3.0%, -14.4, 3.8%, ., -0.5, 8.4
[13] CCCC(=O)OC(C(=O)Nc1cc(C(F)(F)F)ccc1Cl)c1ccccc1 (stereo not drawn)
 : -6.0%, -0.3%, -38.8, 7.5%, 11.9%, -3.7, -3.3
[14] CCOC(=O)c1sc2nc(C3CC3)cc(-c3ccc(OC)cc3)c2c1N
 : 8.6%, -12.6%, 4.0, -0.6%, 10.0%, -4.2, 20.8
[15] COc1ccc(S(=O)(=O)N2CCC(C)CC2)cc1N(C)S(=O)(=O)c1ccccc1
 : ., -8.3%, ?, 2.8%, 2.4%, -2.1, -6.9

Continuation.
Sequence of screens – FBPA Giardia inh, AmpC inh no detg, HCMV inh, AmpC inh detg, AMA1 RON2 block, Cycloheximide cs, Shiga inhibitor
[16] CCOC(=O)c1ccc(NC(=O)CC2C(=O)N(c3ccc(F)cc3)C(=O)N2CCC(C)C)cc1 (stereo not drawn)
 : -4.5%, 3.6%, 12.7, -3.2%, -14.9%, 12.6, 21.1
[17] O=C(CN1C(=O)NC2(CCOc3ccccc32)C1=O)NCc1ccc(F)cc1 (stereo not drawn)
 : ., -5.0%, 0.0, 1.6%, 7.6%, ., .
[18] C=CCn1c(SCc2ccc3c(c2)OCO3)nc2scc(-c3ccco3)c2c1=O
 : ., -9.7%, 19.2, 1.5%, -15.8%, -0.1, -11.8
[19] COC(=O)c1cccc(N2C(=O)C(Cl)=C(N3CCOCC3)C2=O)c1
 : 3.6%, -29.4%, 26.8, ?, -4.2%, 1.2, 45.1
[20] CCn1c(SCC(N)=O)nnc1-c1ccco1
 : 6.5%, -15.8%, -15.5, -11.3%, 2.3%, -4.0, -8.3
[21] Cc1cc(C(=O)Nn2cnnc2)cs1
 : -8.6%, ., 13.1, -2.7%, 1.3%, -1.0, 26.3
[22] COc1ccc(C(=O)Nc2cccc(-c3ccc(N4CCOCC4)nn3)c2)cc1
 : ., 2.1%, 29.9, -12.0%, 0.0%, ., .
[23] CC(C)Cc1cc(C(=O)Nc2cccc(O)c2)no1
 : 1.3%, -19.5%, -17.8, 3.0%, 16.9%, 9.8, 13.2
[24] Cn1c(SCC(=O)Nc2ccccc2)nnc1-c1ccc(NC(=O)CCc2ccccc2)cc1
 : 4.2%, -21.0%, 36.6, -12.5%, -5.8%, -2.7, 29.4
[25] Cc1ccccc1N(CC(=O)NCCSCc1ccco1)S(C)(=O)=O
 : -1.2%, 18.8%, -15.3, -15.2%, 1.3%, 8.5, 23.2
[26] CC(C)(C)c1ccc(C(=O)N2CCN(C(=O)C3CCCCC3)CC2)cc1
 : ., 118.1%[activator], -76.7*, -6.1%, 5.4%, -3.7, -10.4
[27] O=C(COc1ccc(Cl)cc1)NCc1nnc2c3ccccc3c(-c3ccccc3)nn12
 : 3.4%, -5.7%, ?, ?, -9.1%, -2.9, -4.8
[28] NC(=O)CSc1cn(Cc2ccccc2)c2ccccc12
 : -9.0%, -0.7%, -18.9, 0.0%, 9.6%, -0.8, 23.9
[29] O=C(Nc1ccccc1)c1c(F)c(F)c(F)c(F)c1F
 : -0.3%, -13.4%, ?, -11.7%, 1.9%, -3.4, -18.9
[30] CC(C)CC(NC(=O)C1CCC(C)CC1)C(=O)Nc1ccc2c(c1)OCCO2 (stereo not drawn)
 : -14.4%, 7.5%, 9.4, ?, 2.2%, 44.4*, 121.7*

(further entries)
Sequence of screens – FBPA Giardia inh, AmpC inh no detg, HCMV inh, AmpC inh detg, AMA1 RON2 block, Cycloheximide cs, Shiga inhibitor
[31] COc1cc(N2CCCC2)c(OC)cc1/C=C(/C#N)c1cccc(F)c1
 : -13.2%, -38.3%, ., -12.8%, ?, 0.2, -16.4
[32] COc1ccc(-c2nnc(SC(C)C#N)o2)cc1 (stereo not drawn)
 : 0.6%, -2.9%, 49.6, 1.1%, 15.9%, 27.2, 78.1
[33] COc1ccc(OC(C)C(=O)Nc2ccccc2C(F)(F)F)cc1 (stereo not drawn)
 : 1.1%, -7.3%, -24.3, 3.9%, -5.2%, 5.0, -6.9
[34] CCCc1nc(SCc2cccnc2)c2c(=O)n(C)c(=O)n(C)c2n1
 : 8.3%, 39.8µM*, -27.0, -0.1%, -1.0%, 2.6, -8.4
[35] CC1CN(CCOc2ccc(Cl)c(Cl)c2)CC(C)O1 (stereo not drawn)
 : -23.4%, 45.2%, -6.4, -15.0%, ?, 13.1, .
[36] CCCCn1nc(C(=O)N(CC(C)C)c2c(N)n(CCCC)c(=O)[nH]c2=O)c2ccccc2c1=O
 : ., -14.3%, -19.6, -10.2%, -4.6%, ., .
[37] COc1ccc2nc(NC(=O)CSc3nnnn3C3CCCCC3)sc2c1
 : -5.8%, ., -3.5, 1.5%, -4.7%, 3.3, 19.1
[38] CC(C)(Oc1ccc(Cl)cc1)C(=O)Nc1ccncc1
 : 1.1%, -0.1%, -30.6, -5.2%, 1.2%, -5.6, -19.6
[39] Cc1oc2c(c1C(=O)N1CCC(C)CC1)C(=O)c1ccccc1C2=O
 : ?, -20.6%, ?, ?, -5.9%, 0.6, 16.3
[40] COC(=O)Cc1c(O)ccn(CCc2ccc(S(N)(=O)=O)cc2)c1=O
 : -15.8%, -21.8%, 5.3, 5.7%, 0.0%, -7.9, -3.2
[41] CC(=O)Nc1ccc(S(=O)(=O)NCCS(=O)(=O)N2CCN(c3ccccc3F)CC2)cc1
 : 6.5%, -3.0%, ?, 2.9%&1.6%, -9.9%, 1.0, 3.8
[42] O=C1CC2(CCN(C(=O)COc3ccccc3F)CC2)Oc2ccccc21
 : ., 14.7%, -14.0, ?, -4.4%, ., .
[43] CCc1ccc(C(=O)c2cn(CC(=O)Nc3cccc(OC)c3)c3ccc(OC)cc3c2=O)cc1
 : ., 2.7%, -13.0, 9.5%, ., ., .
[44] COCCNc1nc(N2CCCCC2)c2cnn(C)c2n1
 : 1.7%, -11.9%, -17.7, -12.2%, -5.4%, -0.8, 14.4
[45] COc1cccc(Nc2ccccc2C(=O)O)c1
 : 9.3%, -23.1%, -5.3, -2.1%, -8.3%, 13.3, 19.6

(list continues)
Sequence of screens – FBPA Giardia inh, AmpC inh no detg, HCMV inh, AmpC inh detg, AMA1 RON2 block, Cycloheximide cs, Shiga inhibitor
[46] CN(/N=C/c1cccc(Br)c1)C1=NS(=O)(=O)c2ccccc21
 : -6.3%, -11.3%, ?, -3.5%, 32.4%[activator], -1.5, -13.2
[47] N#Cc1c(-c2ccccc2)cc(-c2ccccc2)nc1Br
 : 0.8%, -19.7%, 2.1, -1.0%, 7.0%, -4.4, -7.8
[48] CCOc1ncccc1C(=O)NCc1ccc(OC)c(OC)c1
 : 0.5%, -9.7%, 1.0, -9.7%, -4.3%, 1.6, -6.5
[49] CCC(C)(C)C1CCc2[nH]nc(C(=O)NCCNC(=O)OC(C)(C)C)c2C1 (stereo not drawn)
 : ., 3.5%, ?, -12.1%, 5.9%, ., .
[50] CCOc1ccc(CC(=NCCO)C2=C(O)CC(C)(C)CC2=O)cc1OCC
 : -2.7%, -14.3%, -23.8, -10.5%, -0.8%, -1.3, -7.7
[51] Cc1cc(N(CCCl)CCCl)ccc1/C=N/NC(=O)c1ccco1
 : -11.9%, -9.1%, ?, -11.1%, 30.0%[activator], 29.3*, 74.6*
[52] COC(=O)c1ccc(C(C(=O)NCc2ccccc2)N(Cc2ccco2)C(=O)c2cnccn2)cc1 (stereo not drawn)
 : 9.4%, 50.0%, -18.4, -3.1%, 0.0%, 1.2, -10.8
[53] COc1cccc(N2CCN(C(=O)c3ccc4nc(N5CCCCC5)sc4c3)CC2)c1
 : -20.0%, 73.9%[activator], 34.9, -11.0%, -22.0%, 76.8*, 108.7*
[54] Cc1nn(C)cc1/C=C1\SC(=S)NC1=O
 : -12.6%, -13.7%, -3.9, 4.1%, 28.1%, -1.4, 9.0
[55] CCOC(=O)c1ccc(NC(=O)c2nn(CC)cc2Br)cc1
 : -3.7%, -4.6%, 23.0, -11.2%, -1.8%, 35.4*, 52.8*
[56] CC1(C)CC(=O)c2cnc(NC(=O)CCc3ccccc3)nc2C1
 : 4.0%, -16.9%, -1.0, 4.7%, -15.3%, 0.3, -4.1
[57] CCC(NC(=O)c1ccccc1NC(=O)c1ccc(OC)cc1)C(=O)N1CCCC1 (stereo not drawn)
 : -2.1%, -5.3%, ?, ?, -8.2%, 46.0*, 33.6*
[58] O=C(NNC(=S)Nc1ccccc1)C1CC1
 : ., -16.7%, 0.8, -1.2%, 19.7%, 9.0, 31.8

Screening data deposited in PubChem by National Center for Advancing Translational Sciences (NCATS).
